CCT chaperon mod – cytosolic chaperonin activity modulation | AID 651819 | activity change, % (no concentration beside the values), hits read low | purified chaperonin ATPase assay, HTRF ADP detection, 30 min | actives 0.3% (n = 360,000); in the data active means activity change below about -30%; further: on the % scale 0 is the no-effect control and ±100 the full control effect
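First, chaperonin was dispensed at 40 nM or 20 nM final depending on batch activity. Next, compounds were pinned at 76 uM and ATP added at 10 uM. After 30 min at 37 °C, ADP detection reagents ran 30 min at ambient temperature.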
A549 tox – counter-screen for Nrf2 inhibitors: cytotoxicity in A549 cells. Potency, µM (top dose mostly 46 µM), for the others: at the top dose activity change, negative = cytotoxicity, hits mostly inhibitors. AID 504648. A549 ARE-Fluc cells, CellTiter-Fluor viability, 18-24 h. actives 0.16% (n = 390,000); further: potency means the concentration at half of the fitted maximal effect; on the % scale 0 is the no-effect control and ±100 the full control effect
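Cytotoxicity counterscreen: CellTiter-Fluor fluorescence was measured in A549 ARE_Fluc cells after 18-24 h of compound exposure in a concentration series. The subsequent BugLite luminescent read reports ARE-luciferase activity.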
Mm-Cpn inhibitor – inhibitors of Methanococcus maripaludis chaperonin (MmCpn) | purified Mm-Cpn ATPase, ADP Transcreener TR-FRET | Potency, µM (doses to about 76.9 µM), for the others: at the highest dose activity, negative = inhibition, most hits filed as inhibitors | actives 0.031% (n = 330,000) | AID 504842; further: potency means the concentration at half of the fitted maximal effect; on the % scale 0 is the no-effect control and ±100 the full control effect; nearly all actives have a fitted effect of over 80% in size
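Quantitative HTS used 25 nM Mm-CPN and 10 uM ATP in magnesium/KCl Tris buffer, pH 7.4, with 1 mM DTT. Hydrolysis ran 30 min at 37°C; ADP was read by HTRF.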
Nrf2 inh – blocks Nrf2 signaling | A549 ARE-Fluc reporter, luciferase luminescence, 18-24 h | Potency, µM (highest dose often 46 µM), for the others: at the highest dose activity change, negative = inhibition, actives largely listed as inhibitors | actives 2.1% (n = 360,000) | AID 504444; further: potency means the concentration at half of the fitted maximal effect; on the % scale 0 is the no-effect control and ±100 the full control effect; nearly all actives have a fitted effect of over 60% in size
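Quantitative HTS in A549 cells stably bearing an antioxidant response element-firefly luciferase construct. Inhibition of Nrf2-driven transcription was scored by luminescence after 18-24 h of compound exposure at 37 °C.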
HepG2 tox – HepG2 cytotoxicity, counter-screen for TGF-b inhibitors; HepG2 CAGA-GFP viability, ATP luminescence, 18 h; Potency, µM (series often up to 46.1 µM), for inactives: at the top dose activity change, negative = cytotoxicity, usual class: cytotoxic; actives 0.76% (n = 410,000); AID 588856; further: potency means the concentration at half of the fitted maximal effect; some results filed as inactive show a strong effect at the top dose
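CellTiter-Glo luminescence gave cytotoxicity after 18 hours at 37 degrees C. The cells were HepG2 CAGA-GFP in 1% FBS DMEM, stimulated with 500 pg/mL TGF-beta after compound addition. %Activity was normalised to no-cell wells (complete cell-killing) and DMSO (no toxicity), and curves were fitted and classified.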
Abeta yeast res – compounds reversing amyloid beta toxicity in yeast | yeast expressing A-beta42, growth rescue, OD600, 48 h; response scale: 0% DMSO, 100% iron-clioquinol control | Potency, µM (highest dose often 46.1 µM), for the others: at the top dose growth rescue, hits mostly activators | actives 0.063% (n = 410,000) | AID 1347071; further: potency means the concentration at half of the fitted maximal effect; nearly all actives have a fitted effect of over 55% in size
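Yeast A-beta toxicity model in growth medium with pinned compounds, 48 h at 30 C; growth read as absorbance at 600 nm. Normalized to FeCl3/clioquinol equimolar mix (positive) and DMSO (negative).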
Nrf2 activator – activators of Nrf2 (ARE) signaling | AREc32 ARE-luciferase reporter (MCF7-derived line), luminescence, 24 h | Potency, µM (doses to about 46.1 µM), for inactives: at the top dose activation, actives largely listed as activators | actives 0.31% (n = 410,000) | AID 624171; further: potency means the concentration at half of the fitted maximal effect; % of control where 0% means no effect; nearly all actives have a fitted effect of over 65% in size
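Luminescent ARE reporter assay in AREc32_Fluc cells: overnight plating at 37 deg C, 24 hr compound incubation, Steady-Glo added, 30 min RT before reading.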
Akt phos inh – blocks phosphorylation of Akt; Neuro2A IGF-stimulated pAkt S473 HTRF, 20 min; hits give low values; activity change, % for hits at 50 µM; actives 0.32% (n = 360,000); AID 651550; in the data active means activity change below about -80%; inconclusive means mostly about -51% to -80%; further: on the % scale 0 is the no-effect control and ±100 the full control effect
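Single-point screen (50 µM final compound) in Neuro2A cells stimulated 20 min with 6 nM IGF at 37 deg C. After lysis, Ser473-phosphorylated Akt read by HTRF (ex 330 nm, em 615/665 nm) as the 665/615 ratio.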
TGFb inhibitor – TGF-b pathway inhibition | HepG2 CAGA-GFP TGF-b/SMAD3 reporter, GFP fluorescence, 18 h; TGF-beta stimulated, 500 pg/mL final | AID 588855 | Potency, µM (top dose mostly 46.1 µM), inactives show at the top dose activity, negative = inhibition, hits mostly inhibitors | actives 1.2% (n = 410,000); further: potency means the concentration at half of the fitted maximal effect; on the % scale 0 is the no-effect control and ±100 the full control effect; nearly all actives have a fitted effect of over 65% in size
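Inhibition was scored as loss of TGF-beta-induced (500 pg/mL final, 18 hours, 37 degrees C) GFP in HEPG2 cells carrying a CAGA-GFP reporter, in DMEM with 1% FBS. Well GFP was summed per cell; Activity was normalised to unstimulated and stimulated DMSO wells, then concentration-response fitting.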
* hit, by the source's call; i = inactive; ? = inconclusive; · = no result given; & = joins results of further samples; [ ] = remark or other dose. Unless noted, the call rests on the fitted dose curve; in most records, active means well fitted curve in the direction sought with a large enough effect; inconclusive means small, poorly fitted or top-dose-only effect, or another doubt; inactive means no such curve, though single readings can be large; an effect the other way counts as inactive or inconclusive. Compounds were not picked by outcome (roughly 4.3% active in at least one column).

entry	smiles	CCT chaperon mod	A549 tox	Mm-Cpn inhibitor	Nrf2 inh	HepG2 tox	Abeta yeast res	Nrf2 activator	Akt phos inh	TGFb inhibitor
1	O=C(c1cccs1)N1CCCC1	-1.3	0%	0%	2%	-14%	7%	-0.1%	i	-5%
2	CC1(C)Cc2c(sc3c2c(=N)n(Cc2ccco2)c(=O)n3CC(=O)Nc2ccc(Cl)cc2)CO1	0.4	?	1%	?	-14%	3%	0.8%	i	11%
3	CC(C)(C)C(=O)Nc1c(Br)c(C2CC2)nn1-c1ccccc1	-0.4	-5%	2%	4%	102%	15%	0.1%	i	0%
4	CN(c1ccccc1C(=O)O)S(C)(=O)=O	-0.1	-9%	0%	9%	18%	1%	0.1%	i	25%
5	O=C(Nc1cc(SCC(O)CO)cc([N+](=O)[O-])c1)c1ccc(-n2cnnn2)cc1 (centres undefined)	-5.0	1%	1%	14%	13%	-11%	0.3%	i	30%[activator]
6	Cc1cc(C)n(-c2ccc(F)cc2CN2CCN(C3CCCC3)C(CCO)C2)n1 (centres undefined)	-1.7	-3%	2%	2%	-4%	-1%	-0.2%	i	-3%
7	CC1CCCN(C(=O)CN2C(=O)c3ccccc3S2(=O)=O)C1 (centres undefined)	-1.9	-1%	1%	-11%	-30%	-19%	-1.6%	i	-2%
8	CC12CCC3c4ccc(O)cc4CCC3C1CC(=NO)C2O (centres undefined)	-1.0	-3%	·	-7%	-31%	0%	-0.2%	i	1%

The closing two records of the section before open the next one.
entry	smiles	CCT chaperon mod	A549 tox	Mm-Cpn inhibitor	Nrf2 inh	HepG2 tox	Abeta yeast res	Nrf2 activator	Akt phos inh	TGFb inhibitor
7	CC1CCCN(C(=O)CN2C(=O)c3ccccc3S2(=O)=O)C1 (centres undefined)	-1.9	-1%	1%	-11%	-30%	-19%	-1.6%	i	-2%
8	CC12CCC3c4ccc(O)cc4CCC3C1CC(=NO)C2O (centres undefined)	-1.0	-3%	·	-7%	-31%	0%	-0.2%	i	1%
9	CCSc1nc2c(cnn2-c2ccccc2)c(=O)n1N	-1.7	0%	2%	13%	41%	-5%	2.6%	i	24%
10	COc1ccc(Cn2nnnc2C(c2cc3ccc(OC)cc3[nH]c2=O)N2CCC(C)CC2)cc1 (centres undefined)	-1.2	-4%	-2%	-7%	5%	-2%	0.0%	i	?
11	Cn1cc(CN2CCC(n3nccc3NC(=O)CCc3ccccc3)CC2)cn1	-0.4	-3%	0%	6%	13%	9%	0.1%	i	-25%
12	CC(C)(C)OC(=O)N1CCC(c2c(C(=O)NC3CCCCC3)cnn2-c2ccc(F)cc2F)CC1	·	-6%	·	-28%	-1%	8%	0.4%	·	-29%
13	CCn1c2ccccc2c2cc(NS(=O)(=O)c3ccc(C)cc3)ccc21	1.6	-27%	2%	?	-8%	19%	0.4%	·	?
14	COCCNC(=O)c1ccc(C2SCC(=O)N2CCc2ccccc2)cc1 (centres undefined)	-0.8	-12%	-3%	-15%	1%	-6%	-0.8%	i	-8%
15	Cc1ccc2nc3c(cc2c1)c(NC(=O)C1CCCO1)nn3CC(C)C (centres undefined)	1.5	12%	1%	6%	-19%	-15%	0.1%	i	-10%
16	CC1Cc2cc(S(=O)(=O)CCC(=O)Nc3ccc(F)cc3Cl)ccc2N1C(=O)C1CC1 (centres undefined)	·	-1%	·	-22%	-15%	-25%	-1.1%	·	-30%
17	CN(CC(=O)Nc1cccc(F)c1)C(=O)Cn1c(=O)cnc2ccccc21	0.0	-2%	-1%	16%	10%	-13%	-0.1%	i	4%
18	COc1ccc(CC(=O)NCc2n[nH]c(=S)n2-c2cccc(Cl)c2)cc1	-3.3	-3%	-11%	-2%	-2%	3%	-1.2%	i	-4%
19	Cc1ccc(CCN2CC(C(=O)NCCCN3CCCCC3)CC2=O)cc1 (centres undefined)	-0.3	0%	-1%	0%	-14%	2%	-0.6%	i	-12%
20	COc1ccc(-c2ccc(SCC(=O)Nc3nnc(C)s3)nn2)cc1	-10	-6%	0%	?	12%	-8%	-0.5%	i	-3%
21	Cc1cc(C(C)(C)C)ccc1OCCN1CCCC1	1.6	4%	-1%	3%	-18%	9%	-0.7%	i	-18%
22	Cc1ccccc1Oc1nc2ccccc2n2cnnc12	1.3	-9%	-1%	-4%	0%	-25%	0.2%	i	1%
23	O=C(Nc1ccc(CN2CCOCC2)cc1)c1ccc(-c2cccc(Cl)c2)o1	-0.7	-9%	-6%	?	-30%	16%	-0.9%	i	-9%
24	CCCCCC(=O)NCC(C)NC(=O)CCCCC (centres undefined)	-0.7	3%	-1%	-6%	-7%	6%	2.2%	i	-3%
25	COc1ccc(-c2nc3ccccc3o2)cc1NC(=O)CSc1ccc(Cl)cc1	-90*	-7%&4%	1%	?	5%&-38%	-1%&0%	0.3%&0.2%	i	-3%&-2%
26	Cn1c(=O)c2c(ncn2CC(=O)N2CCOCC2)n(C)c1=O	-0.3	-3%	-2%	?	10%	20%	0.1%	i	30%
27	OC(c1ccc(Cl)cc1)C(O)c1nc2ccccc2[nH]1 (centres undefined)	1.1	13%	1%	3%	-2%	-10%	0.2%	i	0%
28	COCCN(C(=O)c1ccc2c(c1)S(=O)(=O)N=C1CCCCCN12)c1c(N)n(CC(C)C)c(=O)[nH]c1=O	0.5	2%	·	5%	10%	-5%	0.3%	i	6%
29	Cc1ccc2c(c1)[nH]c1c(=O)n(CCN3CCCCC3)cnc12	-6.8	15%	1%	?	-1%	-2%	0.6%	i	18%
30	COc1cc(NC(C)CCCNC(C)C)c2ncccc2c1OC (centres undefined)	-3.4	-15%	·	-1%	2%	-15%	-0.8%	i	2%
31	CCOC(=O)CNc1nc(Cl)nc(Nc2ccc(C)cc2)n1	-0.5	0%	-2%	4%	-4%	3%	0.9%	i	-1%
32	CCCCN1CC2([N+](=O)[O-])C=CC(=O)C([N+](=O)[O-])(C1)C2CC(=O)c1ccccc1 (centres undefined)	0.9	?	?	?	22%	-8%	0.4%	i	6%
33	COc1ccc(C(=O)NCCn2cc(SCC(=O)Nc3nnc(C)s3)c3ccccc32)cc1	-1.8	-12%[1.84 µM]	·	10µM*	-10%	-8%	2.5%	i	-25%
34	C/C(=N\NC(=O)c1ccc(O)cc1)c1cccc(NC(=O)c2ccccc2C)c1	-1.2	-3%	-3%	11%	4%	5%	-0.3%	i	2%
35	Cc1cccc(OCCCCn2nnc3sc4c(c3c2=O)CCC(C)C4)c1 (centres undefined)	·	-1%	·	20%	-6%	-1%	-1.1%	·	-6%
36	O=C1C2C3CCC(C3NCc3ccccc3)C2C(=O)N1Cc1ccccc1 (centres undefined)	-0.6	-1%	2%	?	-30%	-11%	-0.2%	i	9%
37	Nc1ccc(C(=O)NCC2(c3ccccc3)CCCC2)cc1	-0.8	8%	-1%	-18%	-13%	-4%	-0.6%	i	4%
38	COc1ccc(N(C(=O)/C=C\C(=O)Nc2ccc(Cl)cc2)C(C(=O)NCc2ccco2)c2ccc(C)cc2)cc1 (centres undefined)	·	-16%	·	·	-45%	-5%	7.0%	·	13µM*
39	O=C1CC2(CCN(C(=O)c3ccccc3Br)CC2)Oc2ccccc21	-4.5	0%	-3%	-7%	-8%	15%	-1.0%	i	0%
40	CNc1nc(-c2ccccc2)cc(C(F)(F)F)c1C#N	-1.0	-10%	-3%	5%	-1%	-2%	2.7%	i	0%

Grouped by structure, the entries above containing bromine.
entry	smiles	CCT chaperon mod	A549 tox	Mm-Cpn inhibitor	Nrf2 inh	HepG2 tox	Abeta yeast res	Nrf2 activator	Akt phos inh	TGFb inhibitor
3	CC(C)(C)C(=O)Nc1c(Br)c(C2CC2)nn1-c1ccccc1	-0.4	-5%	2%	4%	102%	15%	0.1%	i	0%
39	O=C1CC2(CCN(C(=O)c3ccccc3Br)CC2)Oc2ccccc21	-4.5	0%	-3%	-7%	-8%	15%	-1.0%	i	0%

Carrying on.
entry	smiles	CCT chaperon mod	A549 tox	Mm-Cpn inhibitor	Nrf2 inh	HepG2 tox	Abeta yeast res	Nrf2 activator	Akt phos inh	TGFb inhibitor
41	CCCCN1C(N)=NC[C@@H]1Cc1ccccc1	0.0	-2%	·	15%	-4%	5%	0.0%	i	9%
42	S=C(NCc1ccco1)Nc1ccc2c(c1)OCCO2	-1.7	-5%	4%	20%	9%	-8%	5.1%	i	16%
43	CC(=O)NCC1CCCN(c2nc3nonc3nc2N(C)Cc2ccccc2)C1 (centres undefined)	-0.1	-3%	-5%	-8%	5%	-6%	0.2%	i	-6%
44	Cc1ccc(CNC(=O)CN2CCN(Cc3ccc(F)cc3)C2=O)cc1	·	-1%	·	3%	-1%	-5%	-1.3%	·	-24%
45	COc1cccc(CNC(=O)C2CCN(c3nnc(-n4c(C)ccc4C)s3)CC2)c1OC	·	-2%	·	13%	-19%	-31%	?	·	·
46	Cc1ccc(Nc2nc(-c3cccnc3)nc3ccccc23)cc1	0.0	-12%	-3%	-17%	20µM*	-32%[inhibitor]	0.0%	i	?
47	COC1C=CC=C(C)C(=O)NC2=CC(=O)C(N)=C(CC(C)CC(OC)C(O)C(C)C=C(C)C1OC(N)=O)C2=O (centres undefined)	-2.6	?	·	9%	-78%	-12%	-2.7%	i	-93%
48	COc1ccc(S(=O)(=O)NCCC(=O)Nc2ccc(C)cc2)cc1	1.8	0%	1%	-2%	10%	-17%	-0.1%	i	3%
